BCR signal inh: chronic active BCR signaling inhibition; ABC-DLBCL IkBa-CBG/CBR reporter, luminescence ratio, 4 h; Potency, µM (highest dose often 46.1 µM), for inactives: top-dose ratio change, negative = lower green/red ratio, usual class: inhibitors; 340,000 compounds, 0.05% hits; AID 493014; active means well fitted inhibition curve with a large enough effect in the signal ratio, with a control signal flat, not every such curve was filed as active; inconclusive means small, poorly fitted or top-dose-only effect, or effect the other way, or a change in a side signal; the % refers to the signal ratio;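 further: potency means the concentration at half of the fitted maximal effect; plate controls were basal doxycycline-induced cells for no effect and cells given 10 µM MG132 for full effect; MG132 reads +100%, hits lower the ratio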
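Doxycycline induced both beetle luciferases in TMD8 lymphoma cells; IKK-driven degradation limits the IkappaBalpha-fused green signal, while red luminescence normalises for cell number and nonspecific effects. Compounds tested up to 46 uM, 4 hrs.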
GALK inh: galactokinase (human) inhibition; P51570; Purified GALK, Kinase-Glo residual ATP luminescence; Potency, µM (highest dose often 57.5 µM), for inactives: top-dose activity change, negative = inhibition, usual class: inhibitors; 270,000 compounds, 0.007% hits; further: potency means the concentration at half of the fitted maximal effect; on the % scale 0 is the no-effect control and ±100 the full control effect
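Quantitative HTS: GALK 5 nM, ATP 35 uM, galactose 100 uM, 1 h room temperature, then luciferase-based ATP detection.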
hERG WT inh: KCNH2 (human, wildtype) channel inhibition | U2OS, BacMam KCNH2, thallium flux FluxOr; stronger effect = lower value | 340,000 compounds, 0.37% hits | activity change, % at 1.84 µM | Q12809;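 active means maximum activity change below -70%; inconclusive means maximum activity change between -70% and -50%; inactive means maximum activity change above -50%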; further: on the % scale 0 is the no-effect control and ±100 the full control effect
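U2OS cells transduced with wild-type KCNH2 virus are loaded with FluxOr dye for 45 min, and thallium flux is measured in kinetic reads before and after stimulation buffer. Rate constants are normalized to DMSO controls.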
Menin MLL FP TR: menin-MLL binding inhibition, Texas Red mutant peptide; O00255; Menin + Texas Red MLL mutant peptide, fluorescence polarization; Potency, µM (doses to about 61.6 µM), for the others: at the top dose FP activity change, negative = inhibition, most hits filed as inhibitors; 270,000 compounds, 0.23% hits; AID 1768; active means well fitted inhibition curve with a large enough effect in the polarisation, with a control signal flat, not every such curve was filed as active; inconclusive means small, poorly fitted or top-dose-only effect, or effect the other way, or a change in a side signal; inactive means no such curve, though single readings can be large or run the other way; the % refers to the polarisation; further: potency means the concentration at half of the fitted maximal effect; % of control where 0% means no effect; many of its hits are not listed in these tables
Eya2 inh: blocks the phosphatase activity of human Eya2; AID 488837; recombinant Eya2, OMFP fluorescence dephosphorylation (OMFP is methylfluorescein phosphate); O00167; 330,000 compounds, 0.006% hits; Potency, µM (top dose mostly 76.9 µM), without a hit: at the top dose activity, negative = inhibition, hits mostly inhibitors; further: potency means the concentration at half of the fitted maximal effect; on the % scale 0 is the no-effect control and ±100 the full control effect
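Eya2 (0.2 uM) preincubated 10 min at ambient with compound, then OMFP substrate added at 50 uM; 10 min reaction in 50 mM HEPES pH 7.5, 50 mM NaCl, 5 uM MgCl2, 0.05% BSA, 1 mM DTT. Fluorescence read at Ex 485/Em 525 nm.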
MBNL1 CUG block: blocks human MBNL1 binding to CUG repeat RNA. Q9NR56. TR-FRET MBNL1-His/biotin-(CUG)12 binding, 665/545 ratio. Potency, µM (doses to about 57.5 µM), for inactives: at the top dose activity change, negative = inhibition, hits mostly inhibitors. 280,000 compounds, 0.036% hits. AID 2675; active means well fitted inhibition curve with a large enough effect in the signal ratio, with a control signal flat, not every such curve was filed as active; inconclusive means small, poorly fitted or top-dose-only effect, or effect the other way, or a change in a side signal; inactive means no such curve, though single readings can be large or run the other way; the % refers to the signal ratio; further: potency means the concentration at half of the fitted maximal effect; on the % scale 0 is the no-effect control and ±100 the full control effect
Target sequence (Q9NR56 whole entry, looked up): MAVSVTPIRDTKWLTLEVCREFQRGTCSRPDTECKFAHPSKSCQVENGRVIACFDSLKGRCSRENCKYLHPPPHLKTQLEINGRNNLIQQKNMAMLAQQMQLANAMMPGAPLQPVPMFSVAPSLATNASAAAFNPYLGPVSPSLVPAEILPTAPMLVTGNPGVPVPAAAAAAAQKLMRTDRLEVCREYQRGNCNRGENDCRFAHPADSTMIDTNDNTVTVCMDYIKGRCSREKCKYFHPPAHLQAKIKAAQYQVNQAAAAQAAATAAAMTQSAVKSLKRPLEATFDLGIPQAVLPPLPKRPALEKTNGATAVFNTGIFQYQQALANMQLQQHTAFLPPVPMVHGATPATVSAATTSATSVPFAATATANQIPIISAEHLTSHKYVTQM
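Compound titration spanned 92 nM–58 uM against the MBNL1-His/biotin-(CUG)12 complex. After 60 min at room temperature with 5 nM streptavidin-XL665 and 0.055 ng/ul terbium anti-His, ratiometric 665/545 nm emission (Ex 340 nm) normalized to controls.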
TSHR antagonist: blocks TSH signaling through the human TSH receptor | 330,000 compounds, 0.2% hits | P16473 | activity change, negative = inhibition, % at 11.5 µM | TSHR-expressing cells, TSH-stimulated cAMP HTRF, 2 h; stronger effect = lower value;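 active means activity change below a set negative limit, meaning inhibition stronger than a set level, cut at about -70% in these data; inconclusive means activity change between two set negative limits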; further: on the % scale 0 is the no-effect control and ±100 the full control effect
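TSHR-expressing cells, 200/well, pre-treated with compound, then stimulated with EC80 TSH (4nM final) for 2 hours at 37 deg C. cAMP measured by competitive HTRF: anti-cAMP cryptate antibody in lysis buffer plus cAMP-d2, read after 30 minutes at room temperature.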
ASM inhibitor: blocks human secretory acid sphingomyelinase; P17405; placental ASM, HMU-PC fluorogenic substrate, 60 min; Potency, µM (doses to about 57.5 µM), for the others: top-dose activity change, negative = inhibition, most hits filed as inhibitors; 340,000 compounds, 0.006% hits; AID 504937; further: potency means the concentration at half of the fitted maximal effect
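HMU-PC0 cleavage (9 uM final) by human placental ASM, 60 min at 37 °C following 10 min compound exposure at RT; stopped at pH 10, fluorescence Ex 386/Em 447 nm.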
Mito fusion yeast: mitochondrial division inhibition or fusion activation | S. cerevisiae fusion-defective mutant growth rescue, CellTiterGlo 48 h | 320,000 compounds, 0.23% hits | AID 485298 | Potency, µM (doses to about 46.1 µM), without a hit: at the top dose growth rescue (activation), hits mostly activators;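 further: potency means the concentration at half of the fitted maximal effect; % of control where 0% means no effect; nearly all actives have a fitted effect of over 45% in size; temperature-sensitive fusion mutants such as fzo1-1 at 37 °C on non-fermentable ethanol glycerol medium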
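Growth-rescue viability read-out: after 48 h at the non-permissive 37C in glycerol/ethanol YPEG, yeast mitochondrial fusion mutants are measured by CellTiterGlo luminescence; compounds (23 nl pinned per well) restoring growth score as division inhibitors or fusion activators.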
USP2a block: blocks human ubiquitin-specific protease USP2a | O75604 | USP2 core, Ub-CHOP2 coupled fluorogenic reporter, 485/531 | Potency, µM (highest dose often 38.3 µM), for inactives: at the highest dose activity change, negative = inhibition, usual class: inhibitors | 330,000 compounds, 0.01% hits | AID 463254;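 further: potency means the concentration at half of the fitted maximal effect; plate controls were DMSO wells for no effect and full inhibition by NEM control for full effect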
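Deubiquitinase activity read as fluorescence (485/531 nm) after Ub-CHOP2 cleavage activates the enterokinase reporter on its substrate; USP2 core 10nM, Ub-CHOP2 and substrate 25nM each, 30min compound preincubation then 60min RT; data normalized to NEM, curves fitted.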
PKM2 activator: increases activity of human pyruvate kinase M2; P14618; purified PKM2, Kinase-Glo ATP luminescence, activation; response scale: 0% is enzyme alone, no compound; Potency, µM (top dose mostly 57.5 µM), for inactives: top-dose activation, most hits filed as activators; 260,000 compounds, 0.34% hits; AID 1631; further: potency means the concentration at half of the fitted maximal effect; on the % scale 0 is the no-effect control and ±100 the full control effect; nearly all actives have a fitted effect of over 55% in size
Target sequence (P14618 whole entry, looked up): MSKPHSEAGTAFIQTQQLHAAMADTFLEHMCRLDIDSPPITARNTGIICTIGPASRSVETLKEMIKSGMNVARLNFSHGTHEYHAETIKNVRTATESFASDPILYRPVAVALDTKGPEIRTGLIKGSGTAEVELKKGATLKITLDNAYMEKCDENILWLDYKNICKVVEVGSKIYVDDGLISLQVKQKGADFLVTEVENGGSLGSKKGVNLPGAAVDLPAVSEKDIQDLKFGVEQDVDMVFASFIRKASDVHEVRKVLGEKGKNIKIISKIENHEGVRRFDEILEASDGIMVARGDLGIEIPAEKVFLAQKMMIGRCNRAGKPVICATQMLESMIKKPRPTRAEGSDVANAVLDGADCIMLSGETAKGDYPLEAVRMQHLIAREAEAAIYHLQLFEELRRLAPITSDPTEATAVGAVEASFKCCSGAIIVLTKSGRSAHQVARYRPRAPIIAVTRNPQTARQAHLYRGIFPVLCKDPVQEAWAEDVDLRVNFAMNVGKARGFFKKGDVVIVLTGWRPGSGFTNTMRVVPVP
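Purified hPK-M2 (>95%) run at intermediate activity with 0.1 mM ADP and 0.5 mM PEP in 50 mM imidazole pH 7.2, KCl, MgCl2; 1 h room temperature. ATP formed read by Kinase-Glo luminescence; normalized to uninhibited and no-enzyme controls.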
* hit, by the source's call; ? = inconclusive; . = no result given; [ ] = remark or other dose. Unless noted, the call rests on the fitted dose curve; in most records, active means well fitted curve in the direction sought with a large enough effect; inconclusive means small, poorly fitted or top-dose-only effect, or another doubt; inactive means no such curve, though single readings can be large; an effect the other way counts as inactive or inconclusive. A portion of the library; the hit share may differ from the screen's.

Values run as follows: BCR signal inh, GALK inh, hERG WT inh, Menin MLL FP TR, Eya2 inh, MBNL1 CUG block, TSHR antagonist, ASM inhibitor, Mito fusion yeast, USP2a block, PKM2 activator
(1) COc1cc2c(cc1OC)CN(CC(=O)NC(=O)NCc1ccccc1)CC2
→ 0.4%, 7.3%, -9.1, 7.4%, -1.4%, 7.5%, 3.8, 5.6%, -0.4%, -5.2%, 0.1%
(2) CCC(C(=O)NCc1ccco1)N(C(=O)CNS(=O)(=O)c1ccc(C)cc1)c1ccccc1OC (stereo not drawn)
→ 0.0%, 6.7%, 34.9, -12.5%, -1.2%, -1.1%, 11.2, -0.3%, 2.5%, -0.2%, -1.9%
(3) Cc1ccccc1OCC(O)Cn1nnc2ccccc21 (stereo not drawn)
→ -3.1%, -0.3%, 5.3, -3.1%, 0.6%, -9.5%, -0.1, 0.5%, 6.4%, 1.4%, 33.9%
(4) Cc1cccc(OCC2CCCN(Cc3nc(C4CC4)no3)C2)c1 (stereo not drawn)
→ -20.6%, -0.8%, -5.3, -15.6%, -10.5%, 1.1%, -12.9, -2.5%, 2.8%, 0.5%, -0.2%
(5) CCc1c(C)c(C#N)c2nc3ccccc3n2c1N(C)C
→ 0.2%, 0.4%, -3.1, -18.4%, 0.6%, 3.0%, 2.3, 5.0%, -11.9%, 0.6%, 0.9%
(6) O=C(CN(C(=O)CCC(=O)Nc1ccccn1)C1CCCC1)NCc1ccc(F)cc1
→ -6.4%, -3.2%, -3.6, -9.9%, -10.4%, -0.7%, -5.0, 1.5%, -1.6%, 0.2%, -0.2%
(7) Cc1ccc(CN2C(=O)N/C(=C/c3ccc4c(c3)n(C)c(=O)n4C)C2=O)cc1
→ -9.0%, 0.6%, ., ?, -8.1%, 9.1%, -3.5, ., 0.1%, 0.1%, -3.9%
(8) O=C(NNC(=S)Nc1ccccc1)Nc1ccccc1
→ ?, 0.5%, 0.0, 6.3%, -4.9%, -1.7%, -1.6, 9.3%, 2.6%, -0.1%, -1.2%
(9) CCCOc1ccc(C(=O)NCCc2ccccc2)cc1
→ ?, 1.0%, -1.7, -9.8%, 6.0%, -0.2%, -10.2, -1.8%, -0.5%, 4.0%, -10.1%
(10) CCCCCSc1nncc(=O)[nH]1
→ 0.3%, 1.0%, -2.2, 2.9%, 13.9%, 12.6%, -5.2, 4.2%, 3.9%, 3.9%, 2.6%
(11) COCCCn1c(SCC(=O)N2CCCCC2C)nnc1-c1ccco1 (stereo not drawn)
→ -2.0%, -0.3%, -11.6, 0.9%, 12.7%, 3.9%, 4.9, -3.8%, -3.2%, 2.4%, -4.6%
(12) Cc1cccc(C)c1OCc1nnc(SCC(=O)Nc2ccccc2F)o1
→ -16.9%, -1.3%, -9.0, 0.3%, 4.7%, -4.4%, 2.4, -3.9%, 0.2%, -2.1%, -0.6%
(13) O=C(CN1C(=O)C(=O)N(Cc2ccco2)C1=O)NC1CCCCC1
→ 0.6%, 11.2%, -16.2, 17.3%, -12.4%, -6.5%, 9.8, -1.9%, 0.5%, -0.1%, 3.5%
(14) CCCOc1nc(SCCC)nc2c1cnn2-c1ccccc1
→ ?, 1.1%, 0.6, 26.5%, 12.3%, -6.5%, 1.2, -6.0%, -3.8%, 1.7%, 10.4%
(15) NC(N)=N/N=C/c1cccc(Cl)c1Cl
→ ?, -2.0%, 9.0, -0.9%, -10.5%, -3.6%, 5.2, -1.5%, 2.3%, -0.3%, -6.7%
(16) CCOc1ccccc1/C=C/C(=O)N1CCN(C(=O)c2ccco2)CC1
→ ?, ., -5.1, ., -2.1%, ., -5.3, -0.6%, ., 2.4%, .
(17) O=C(C1CCCCCC1)N1CC[C@@H](N2CCC(O)CC2)[C@H](O)C1
→ 5.9%, -0.1%, 3.6, -7.7%, 13.1%, 16.7%, 2.1, 6.6%, -0.3%, 1.7%, -12.3%[11.5 µM]
(18) CCOC(=O)N1CCN(CCC(=O)c2ccc(Br)cc2)CC1
→ -6.6%, ., -9.5, ., 21.1%, -8.2%, 1.2, -3.0%, 0.0%, -0.2%, .
(19) COc1ccc(C(=O)N/N=C/c2ccccn2)cc1OC
→ ?, 1.6%, 8.5, -13.0%, -0.5%, ?, 7.3, 0.1%, -10.7%, -4.9%, -12.8%
(20) O=C(N1CCOCC1)C(F)(F)C(F)(F)C(F)(F)C(F)(F)C(=O)N1CCOCC1
→ -2.7%, 6.2%, -11.7, 0.4%, -1.3%, 12.3%, 11.2, 0.2%, 0.5%, -2.8%, -0.8%
(21) COc1ccc(N2C(=O)c3ccc(C(=O)Nc4ccccc4O)cc3C2=O)cc1
→ -2.2%, -3.4%, 8.1, -29.7%, -0.3%, ?, 38.4, 2.8%, -0.3%, -2.5%, 4.4%
(22) CC(C)c1nnc(NC(=O)C2CCCN2C(=O)Nc2ccc(F)cc2)s1 (stereo not drawn)
→ 0.9%, 2.1%, -9.3, -21.6%, 4.7%, 1.9%, 11.1, -0.4%, -0.2%, -0.1%, 1.5%
(23) COc1ccc(C)cc1S(=O)(=O)N(C)CC(=O)NCc1ccncc1
→ -1.3%, -0.6%, 0.9, 5.3%, 23.0%, -5.0%, 11.2, 3.1%, -1.8%, -0.7%, .
(24) CC(=O)N1CCc2cc(S(=O)(=O)NCCC(=O)Nc3cc(C)cc(C)c3)ccc21
→ ?, 2.5%, 2.8, -2.5%, -16.0%, -5.6%, -8.5, 3.0%, 2.3%, -1.6%, 6.4%
(25) CCN(Cc1ccncc1)Cc1cn(C)nc1-c1ccc(Oc2ccccc2)cc1
→ ?, -1.6%, -0.5, 6.0%, -5.9%, -3.4%, -14.2, 1.4%, 28.1%, 0.0%, -0.6%
(26) COC(=O)N(C)CCCC1(C)C(=O)N(C)c2ccc(O)cc21 (stereo not drawn)
→ -0.3%, -0.9%, 12.1, 13.3%, 1.5%, -12.9%, 4.0, 1.9%, -0.3%, 0.4%, -2.5%
(27) CCCCn1c(N)c(N(CC(C)C)C(=O)CCNC(=O)c2ccc([N+](=O)[O-])cc2)c(=O)[nH]c1=O
→ -0.8%, ., -11.5, ., -6.6%, ., 6.4, 0.0%, -0.8%, -1.1%, .
(28) O=C(COc1ccc(-n2cnnn2)cc1)Nc1ccc(F)cc1
→ -0.7%, ., 8.1, ., 2.5%, ., -1.4, 2.2%, ., 8.2%, .
(29) Cc1noc2ncnc(Oc3ccc(C(C)(C)C)cc3)c12
→ 0.2%, 0.7%, 8.8, -3.5%, -9.4%, 2.7%, -9.4, -0.6%, 1.7%, 5.4%, -2.3%
(30) CCCCNS(=O)(=O)c1ccc2nc(SCC(=O)Nc3ccccc3Cl)[nH]c2c1
→ -7.0%, 1.1%, 2.5, 0.0%, -3.1%, 23.1%, 12.1, -6.6%, -4.5%, -1.7%, -8.6%
(31) O=C(COc1cccc2cccnc12)N/N=C1\SCC(=O)N1Cc1ccco1
→ -2.4%, -0.2%, -0.9, -6.5%, -7.3%, 5.5%, 1.9, 2.0%, -6.1%, -1.2%, 19.9%
(32) CN1CCSc2ccc(C(=O)NCc3cccc(Br)c3)cc21
→ 5.2%, ., -1.4, ?, 8.0%, 20.3%, 42.1, ., 1.7%, 1.0%, 0.0%
(33) COc1ccccc1N/C(N)=N/c1nc(C)cc(C)n1
→ -2.7%, 3.6%, 30.9, ., -6.0%, -4.2%, 2.8, 4.9%, -7.2%, 8.5%, -7.5%

Compound activity (PubChem BioAssay)
